NALP3 yeast inh – NALP3 inhibition in yeast; Yeast reconstituted NLRP3/ASC/caspase-1, beta-gal luminescence, 24 h; inhibition, % at 10 µM; hit rate 0.39% among 330,000; AID 2825;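 active means inhibition of 50% or more; inactive means inhibition below 50%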;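 further: plate controls were induced DMSO wells for no effect and uninduced yeast grown without galactose for full effect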
mIAP block – mouse IAP inhibition; inhibition, % at 10 µM; purified mouse IAP, CDP-Star luminescence, 30 min; hit rate 0.2% among 330,000;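 active means inhibition of at least 40% at 10 µM in the primary screen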;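 further: plate controls were DMSO with enzyme for no effect and no enzyme wells for full effect; values of inactives mirror those of a sister screen read the other way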
hIAP inh – blocks human intestinal alkaline phosphatase; purified IAP, CDP-Star luminescence, 30 min; inhibition, % at 10 µM; P09923; hit rate 0.12% among 330,000;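 active means inhibition reaching a set limit with compound at 10 µM in the primary screen, cut at about 35% in these data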;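 further: plate controls were DMSO wells with enzyme for no effect and no-enzyme buffer wells for full effect; values of inactives mirror those of a sister screen read the other way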
Target sequence (P09923 whole entry, looked up): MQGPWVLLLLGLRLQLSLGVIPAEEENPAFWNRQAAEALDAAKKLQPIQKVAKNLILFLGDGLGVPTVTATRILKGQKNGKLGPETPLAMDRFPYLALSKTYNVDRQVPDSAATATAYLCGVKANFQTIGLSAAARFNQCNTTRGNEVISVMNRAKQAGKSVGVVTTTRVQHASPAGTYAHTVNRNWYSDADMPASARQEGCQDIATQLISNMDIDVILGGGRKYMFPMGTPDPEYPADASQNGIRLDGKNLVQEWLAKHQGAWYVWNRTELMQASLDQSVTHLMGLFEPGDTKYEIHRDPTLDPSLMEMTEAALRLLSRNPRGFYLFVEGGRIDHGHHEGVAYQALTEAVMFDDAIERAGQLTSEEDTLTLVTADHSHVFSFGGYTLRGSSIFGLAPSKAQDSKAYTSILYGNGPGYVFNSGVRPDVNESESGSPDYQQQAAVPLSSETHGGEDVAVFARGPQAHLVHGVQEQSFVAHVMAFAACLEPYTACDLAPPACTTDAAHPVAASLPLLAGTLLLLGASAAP
TIM10 inh – inhibits growth of TIM10 yeast strain | inhibition, % at 10 µM | AID 463195 | S. cerevisiae TIM10 strain growth, BacTiter-Glo luminescence, 24 h | hit rate 1.4% among 330,000;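 active means inhibition of 40% or more at the single tested concentration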;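 further: wild-type TIM10 isogenic control strain grown at permissive 25 °C; 0% = DMSO yeast wells and 100% = minimal medium wells without yeast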
A3A deaminase – inhibitors of human APOBEC3A DNA deaminase; P31941; recombinant A3A, FAM/TAMRA ssDNA deamination fluorescence; inhibition, % at 20 µM; hit rate 0.41% among 330,000;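 active means at least 40% inhibition at 20 µM here, with at most 30% in a related deaminase screen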;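 further: plate controls were A3A with DMSO for no effect and wells lacking A3A enzyme for full effect; some results filed as inactive read as strong as hits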
Target sequence (P31941 whole entry, looked up): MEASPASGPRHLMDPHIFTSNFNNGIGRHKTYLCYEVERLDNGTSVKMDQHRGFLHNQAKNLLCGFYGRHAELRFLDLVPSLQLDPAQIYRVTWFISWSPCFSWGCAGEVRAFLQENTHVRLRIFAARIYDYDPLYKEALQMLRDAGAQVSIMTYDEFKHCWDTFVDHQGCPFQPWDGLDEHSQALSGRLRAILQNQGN
mIAP activ – mouse IAP activation; hit rate 0.24% among 330,000; muIAP, CDP-Star luminescence, 30 min; active compounds read high; 1 = vehicle-only enzyme signal, 0 = enzyme-free wells; AID 2805; activation factor at 10 µM;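 active means activation factor of at least 2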; further: the source names both 10 and 20 µM as test concentration; values of inactives mirror those of a sister screen read the other way
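Assay system: mouse IAP enzyme; reagent: chemiluminescent substrate CDP-Star; dosing: test compounds delivered from DMSO solution; schedule: 30 min at room temperature; measured by: luminescence from enzymatic CDP-Star hydrolysis; controls: DMSO-only wells and no-enzyme negative control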
A3G deaminase – blocks human APOBEC3G single-stranded DNA deamination; AID 493012; hit rate 0.28% among 330,000; recombinant A3G, ssDNA deamination FAM/TAMRA fluorescence; inhibition, % at 20 µM;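 active means inhibition of at least 40% at 20 µM, with no more than 30% in the related APOBEC3A deaminase screen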;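 further: plate controls were DMSO wells with A3G for no effect and wells lacking A3G enzyme for full effect; some compounds called inactive have numbers as strong as hits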
tim10-1 inh – tim10-1 yeast growth inhibition. hit rate 2.2% among 330,000. inhibition, % at 20 µM. S. cerevisiae tim10-1 ts strain growth, BacTiter-Glo, 24 h;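 active means inhibition of at least 40%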;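 further: mutant grown at 25 °C; 0% = DMSO wells with yeast and 100% = wells holding no yeast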
MIN6 prolif – inducers of beta-cell replication in MIN6 cells | AID 2380 | proliferation, % at 10 µM | MIN6 cells proliferation, ATPlite luminescence, 48 h; cells starved in 0.2% serum; 100% = growth in 10% serum | hit rate 0.29% among 330,000;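 active means compounds whose signal lies at least 3.5 SD above the mean of all wells on their plate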;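 further: 0% = DMSO-treated cells in low-serum medium and 100% = 10% serum control; some compounds called inactive have numbers as strong as hits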
Starred values were filed as active, the others as inactive.

SMILES	NALP3 yeast inh	mIAP block	hIAP inh	TIM10 inh	A3A deaminase	mIAP activ	A3G deaminase	tim10-1 inh	MIN6 prolif
CC(C)C(=O)N(c1cc2sc(=O)oc2c2ccccc12)S(=O)(=O)c1cccs1	-13.3	8.6	-20.1	20.9	-4.3	0.914	14.2	46.7*	-6.0
CCCN1CCN(C(=O)Cn2cnc3sc(C)c(S(=O)(=O)N4CCC(C)CC4)c3c2=O)CC1	18.1	-0.7	-5.6	-4.5	-3.3	1.01	-8.9	-5.2	0.9
C[C@@]12CCC[C@H](O1)[C@@H]([C@H](O)c1ccccc1)O2	9.3	-12.8	-12.1	-4.6	-2.8	1.13	-8.0	5.9	-2.5
CN(Cc1nc(-c2ccc(Cl)cc2)no1)C(=O)c1ccc2c(c1)OCO2	19.7	-1.2	0.5	-29.7	5.5	1.01	0.6	-14.4	-4.4
O=C(COc1ccc(Br)cc1)NCCNC(=O)c1ccccn1	12.6	2.1	-2.7	6.9	-1.0	0.979	-4.6	5.5	3.4
CCCN=CC1=C(O)CC(c2ccccc2)CC1=O (stereo not given)	7.8	-6.6	12.5	1.3	-2.5	1.07	-4.0	10.6	0.6
c1ccc(-c2ccc3nnnn3n2)cc1	-1.2	-4.9	-1.0	14.7	-2.0	1.05	-7.8	-9.3	-2.5
COc1ccc(S(=O)(=O)N(C)C[C@H]2Oc3ccc(NC(=O)Nc4c(C)noc4C)cc3C(=O)N([C@H](C)CO)C[C@@H]2C)cc1	7.7	-28.4	9.8	7.0	-2.5	1.28	-8.1	-1.2	0.0
CCCc1cc2c(cc1NC(=O)c1ccco1)OCO2	21.6	4.0	-1.4	-16.9	4.9	0.96	-5.5	-5.0	-2.2
O=C1c2ccc([N+](=O)[O-])cc2S(=O)(=O)N1Cc1ccccc1	9.7	-2.6	-1.4	52.7*	0.0	1.03	-5.5	72.2*	-3.4
O=C(CSc1nccc(=O)[nH]1)NCc1ccco1	8.5	6.3	-10.1	4.5	48.8*	0.937	17.6	-10.7	-4.4
CN(C(=O)COC(=O)c1ccc(CN2CCCC2=O)cc1)c1ccccc1	12.4	1.1	3.3	6.8	6.0	0.989	-9.7	15.2	-1.0
O=c1nccc(N/N=C/c2ccccc2)[nH]1	12.6	-4.0	3.3	10.6	2.0	1.04	1.0	-9.6	-5.7
CCOCC(=O)Nc1c(C)n(C)n(-c2ccccc2)c1=O	19.8	4.3	6.1	14.2	0.0	0.957	-7.1	-4.8	-0.1
CC1(C)Cc2c(sc3[nH]c(=S)n(Cc4ccco4)c(=O)c23)CO1	18.8	23.0	10.4	29.2	-2.0	0.77	-3.1	22.5	-3.8
O=Cc1c(-c2ccccc2)nc2ccccn12	11.2	2.2	8.1	-23.5	5.1	0.978	0.0	6.2	1.6
CN1C(=O)C(O)(CC(=O)c2ccccn2)c2cc(Br)ccc21 (stereo not given)	15.2	3.7	-3.1	5.3	-1.4	0.963	0.4	2.3	-4.9
CCc1c(C)c(C#N)c2[nH]c3ccccc3n2c1=S	13.7	29.5	-1.5	13.3	-2.4	0.705	30.0	21.2	-3.8
CCC(C)NC(=O)c1ccc(Cl)c(S(=O)(=O)Nc2ccccc2N2CCOCC2)c1 (stereo not given)	8.7	0.3	3.3	1.9	-0.8	0.997	-3.6	2.3	0.0
CC(=O)NC1C(=O)N=C(SCC(=O)Nc2cccc(Cl)c2)NC1=O (stereo not given)	-10.6	19.0	10.1	-4.6	4.0	0.81	-2.2	9.3	-2.1
Cc1cccc(N(C)C(=S)Oc2ccc3ccccc3c2)c1	22.8	-6.7	0.3	7.5	-0.8	1.07	-5.9	27.6	-4.0
O=[N+]([O-])c1c(NCCO)cc(N2CCCCC2)c2nonc12	10.1	2.8	-9.2	-0.3	-2.1	0.972	-6.2	7.7	-1.1
C=CCn1c(SCC(=O)NCC2CCCO2)nc2sc(CC)cc2c1=O (stereo not given)	0.7	3.4	-5.4	-0.7	-3.3	0.966	-4.5	-6.4	-3.2
CCN1CCN(Cc2c(C(=O)N/N=C(\C)c3ccc(Cl)cc3)nnn2-c2nonc2N)CC1	23.8	0.5	7.6	3.0	-4.6	0.995	-9.0	12.3	-1.1
Cc1nc(NC(=O)c2ccccc2)sc1-c1csc(Nc2cccc(F)c2)n1	6.6	23.2	7.4	3.8	-2.8	0.768	-3.8	10.7	-5.1
CN(C)S(=O)(=O)c1cccc(CSCc2cccc(S(=O)(=O)N(C)C)c2)c1	-54.0	-5.9	-16.3	10.2	-1.0	1.06	-8.2	34.9	-4.9
COc1cccc(C(=O)NCc2ccc3[nH]c(C)cc3c2)c1	20.6	1.2	6.4	13.2	-0.5	0.988	-7.1	13.6	-1.5
C=C(C)CSc1nnc2[nH]c(=O)cc(N)n12	-13.0	-2.3	4.2	-18.6	-2.2	1.02	-4.3	1.4	1.1
COc1ccc(/C=N/Nc2nccnc2Cl)c(OC)c1	33.8	-5.5	5.1	-10.1	1.4	1.05	0.1	18.2	2.9
CCCNC(=O)NC(=O)CSc1nnc(C)n1N	6.5	3.8	10.3	6.8	1.2	0.962	-3.7	1.1	-3.3
Cc1ccc2c(Cl)cc(Cl)c(OCC(=O)NCCc3ccccn3)c2n1	-0.3	0.5	-12.5	7.8	-4.2	0.995	-8.8	-11.5	2.1
COc1ccccc1C(=O)Nc1c(C)cc(Br)cc1C	33.0	-5.0	-4.0	18.0	-0.6	1.05	6.0	36.2	-2.0
CCCCC(=O)NC(NC(=S)N1CCCCCC1)C(Cl)(Cl)Cl (stereo not given)	16.7	-58.7	-5.0	0.2	-1.6	1.59	-2.6	30.0	-0.7
CC1(C)CC(=O)C=C(N2CCOCC2)C1	9.0	-3.8	1.6	-2.4	1.7	1.04	2.8	3.3	1.1
Cc1cccc(N(CC(=O)NCCSCc2ccccc2)S(C)(=O)=O)c1	10.6	-17.7	3.8	-5.3	2.7	1.18	1.4	10.0	0.9
O=C(C1=C[C@@H](c2csc3ccccc23)C[C@@H](OCc2ccc(CO)cc2)O1)N1CCN(Cc2ccc3c(c2)OCO3)CC1	16.2	-3.6	-0.4	14.4	-5.5	1.04	-11.6	31.3	-7.7
COc1ccc(CN2CCC(CNC(=O)NC3CCCCC3)CC2)cc1	1.4	-11.4	-14.8	-23.3	1.7	1.11	2.9	4.6	3.3
CCOc1cc(/C=N/Nc2ncnc(Cl)c2N)ccc1O	-6.5	7.3	-1.1	-12.4	4.5	0.927	-1.3	3.5	0.0
O=C(NCC1CCCCC1)c1cccnc1	17.2	-7.9	-21.6	0.2	-3.3	1.08	-27.4	1.2	-3.1
O=C(Nc1ccc2c(c1)OCO2)c1cccc2c1C(=O)N(Cc1cccnc1)C2	10.3	-1.8	-4.0	35.2	2.6	1.02	7.1	42.9*	0.7
O=C(Nc1ccccc1)c1ccncc1	-1.9	-9.0	3.2	-20.0	-0.8	1.09	-1.5	12.6	-2.4
Cc1ccc(C2=Nc3ccccc3SC(c3cccc([N+](=O)[O-])c3)C2)cc1 (stereo not given)	16.5	2.6	12.6	29.0	-1.0	0.974	-6.5	38.7	-6.0
CC(=O)Nc1ccc(NC(=O)c2ccnn2C)cc1	5.8	3.0	-17.9	16.6	-2.5	0.97	-7.9	4.5	-0.6
Cc1cc2cc3c(cc2nc1SCC(=O)O)CCC3	-6.3	13.2	7.7	11.3	0.9	0.868	-2.7	16.1	0.3
C/C(=N\NC(=O)c1ccc(Cl)cc1)c1ccccn1	71.8*	7.1	-26.7	22.5	0.1	0.929	0.2	6.2	-4.1
CC(=O)C1=C(O)C(=O)N(C)C1c1ccccc1[N+](=O)[O-] (stereo not given)	27.7	-14.5	0.8	1.1	-3.8	1.15	0.8	-5.6	-2.1
O=C(N/N=C/c1ccccc1[N+](=O)[O-])c1ccc2c(c1)OCCO2	-0.3	15.2	8.8	10.1	4.4	0.848	-1.0	11.9	-6.0
Cc1ncoc1C(=O)Nc1ccccc1-c1ccccc1	10.6	1.1	-3.2	11.9	0.2	0.989	-2.7	15.4	-2.4
CC(=O)c1sc(NC(=O)c2ccc(F)c(F)c2)nc1C	17.7	10.7	4.3	-15.8	0.2	0.893	-4.9	24.0	-1.8
CN(C)c1ccc(N/C(=N\S(=O)(=O)c2cccs2)c2ccccc2)cc1	3.5	4.4	-48.4	15.7	-3.4	0.956	-5.8	26.7	-0.8
O=C(C[N+]1(CC#Cc2ccccc2)CCOCC1)c1ccccc1	7.0	2.5	-10.2	15.7	1.3	0.975	-0.3	18.8	-2.4
Cc1ccc(S(=O)(=O)c2ccc(Cl)cc2)cc1S(=O)(=O)N1CCOCC1	10.4	1.5	-14.7	-11.8	-2.3	0.985	-8.5	37.3	0.8
O=C(C[n+]1ccc(C(=O)c2ccccc2)cc1)Nc1ccc(C(F)(F)F)cc1	17.3	9.4	10.9	6.7	-2.7	0.906	-5.5	-13.2	-2.0
O=C(NCC1CCCO1)c1onc(CSc2cccc3ccccc23)c1C(=O)O (stereo not given)	11.8	6.1	-7.7	16.0	-2.3	0.939	-13.1	11.4	-2.6
Cc1cccn2c(=O)c(C=O)c(Nc3ccccc3)nc12	23.7	2.7	11.3	5.5	1.6	0.973	-3.2	4.0	1.6
COc1ccc(NC(=O)CCNS(=O)(=O)c2cccc3nsnc23)c(OC)c1	26.2	-4.1	2.1	12.1	9.1	1.04	7.1	9.5	0.3
O=C1c2cccc3cccc(c23)C(=O)N1c1ccncc1	-17.0	3.3	6.5	15.6	-1.4	0.967	1.7	0.1	2.2
O=C(NCc1cccnc1)Nc1ccccc1	10.1	-0.6	4.9	5.4	0.5	1.01	-3.2	7.8	-1.4
Cc1ccc(C(=O)Nc2ncccc2O)o1	22.0	16.6	7.8	12.2	-1.8	0.834	-11.3	11.3	-2.5
Cc1ccc(C(=O)N2c3ccccc3OCC2C)cc1 (stereo not given)	13.5	5.8	6.2	18.2	-2.3	0.942	-8.0	6.7	-1.0
COc1cc(CNn2cn[nH]c2=S)ccc1OCC(=O)NC(C)(C)C	8.5	-1.6	19.5	-8.6	-8.9	1.02	13.5	-1.8	-1.0

Some of these compounds in order of length of the SMILES, lowest first.
SMILES	NALP3 yeast inh	mIAP block	hIAP inh	TIM10 inh	A3A deaminase	mIAP activ	A3G deaminase	tim10-1 inh	MIN6 prolif
Cc1ccc(C(=O)N2c3ccccc3OCC2C)cc1 (stereo not given)	13.5	5.8	6.2	18.2	-2.3	0.942	-8.0	6.7	-1.0
C/C(=N\NC(=O)c1ccc(Cl)cc1)c1ccccn1	71.8*	7.1	-26.7	22.5	0.1	0.929	0.2	6.2	-4.1
O=C1c2cccc3cccc(c23)C(=O)N1c1ccncc1	-17.0	3.3	6.5	15.6	-1.4	0.967	1.7	0.1	2.2
CC(=O)c1sc(NC(=O)c2ccc(F)c(F)c2)nc1C	17.7	10.7	4.3	-15.8	0.2	0.893	-4.9	24.0	-1.8
O=C(NCC1CCCO1)c1onc(CSc2cccc3ccccc23)c1C(=O)O (stereo not given)	11.8	6.1	-7.7	16.0	-2.3	0.939	-13.1	11.4	-2.6
COc1ccc(NC(=O)CCNS(=O)(=O)c2cccc3nsnc23)c(OC)c1	26.2	-4.1	2.1	12.1	9.1	1.04	7.1	9.5	0.3
O=C(C[n+]1ccc(C(=O)c2ccccc2)cc1)Nc1ccc(C(F)(F)F)cc1	17.3	9.4	10.9	6.7	-2.7	0.906	-5.5	-13.2	-2.0

Bioassay records deposited in PubChem BioAssay by Sanford-Burnham Center for Chemical Genomics.
